# Screens from PubChem.
# Cardio protect: myocardial damage modulation in H9c2 cells. H9c2 cardiomyocytes, H2O2 injury protection, ATPLite, 2 h. protection from H2O2 cell death, % at 20 µM. 0.63% of 360,000 active;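 active means compounds giving at least 50% protection of heart cells from peroxide-induced death in the single-dose screen, raw or plate-pattern-corrected value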;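 further: 0% = DMSO wells with peroxide and 100% = DMSO wells without peroxide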
# MC4R antagonist: antagonists of human melanocortin 4 receptor (MC4R); P32245; 0.48% of 360,000 active; MC4R-expressing cells, MTII-stimulated cAMP, LANCE TR-FRET; inhibition, % at 6.5 µM;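 active means inhibition above its plate's cutoff, the mean of tested wells on that plate plus 3 SD, cut at about 29% in these data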;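 further: 0% = Melanotan II alone and 100% = Melanotan II plus saturating MCL0020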
#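 Material: human MC4R-expressing U2OS cells. Probe or stimulus: Melanotan II challenge. Dosing: 6.5 µM single dose. Times: 30-min compound, 1-h challenge, 1-h detection, room temperature. Technique: TR-FRET with Eu-cAMP and labeled anti-cAMP, 671 nm. Replication: singlicate.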
# NCOA2 inhibitor: inhibits human steroid receptor coactivator 2; Q15596; inhibition, % at 9 µM; 0.17% of 370,000 active; HEK293 GAL4-SRC2 luciferase reporter, luminescence; AID 651957;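 active means inhibition above the mean inhibition of all tested compounds plus 3 SD, set per campaign, cut at about 52% in these data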;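 further: 0% = DMSO treated cells and 100% = cells given Gossypol at 36 µM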
# N-glyco inh: blocks N-linked glycosylation in D54 reporter cells; AID 588692; reporter increase, % at 12.5 µM; 0.23% of 360,000 active; D54 ERlucT glycosylation luciferase reporter, 24 h; percent of 100 nM tunicamycin response;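 active means mean luciferase reporter signal, scaled so untreated is 0 and the glycosylation-blocking control 100, at or above a set limit in every replicate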;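 further: luciferase carries N-glycosylation sites so blocking glycosylation raises the light; 0% = median of neutral control wells and 100% = median of 100 nM tunicamycin wells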
# ABCB6 inh MLPCN: inhibitors of human ABC transporter ABCB6; K562-ABCB6 porphyrin accumulation, flow cytometry, 1 h; hits give low values; fluorescence ratio to DMSO, % at 10 µM; 0.19% of 360,000 active; AID 602162;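 active means fluorescence ratio to DMSO below 75%, the collection mean minus 3 SD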;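 further: signal is porphyrin accumulated inside mitochondria; 100% equals median channel fluorescence of DMSO control wells; lower ratio means ABCB6 inhibition with less porphyrin fluorescence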
# m5-HT2A agonist: mouse HTR2A agonism via beta-arrestin recruitment | 0.66% of 360,000 active | activation, % at 7.6 µM | P35363 | CHO-K1 mHTR2A beta-arrestin complementation, luminescence; percent of 30 µM serotonin response | AID 624169;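 active means activation above a run cutoff, the mean activation of all tested compounds plus 3 SD, cut at about 14% in these data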;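 further: 0% = plate median of compound wells and 100% = 30 µM serotonin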
# NOD2-RIPK2 inh: inhibitors of human NOD2-RIPK2 interaction; CHO BLA complementation NOD2-RIPK2, CCF4 ratio; inhibition, % at 4.98 µM; 0.38% of 360,000 active; AID 624267; in the data active means inhibition above about 21%;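 further: 0% = vehicle only and 100% = reference blocker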
# MC4R barr agon: human MC4R agonism via beta-arrestin; activation, % at 8.9 µM; U2OS MC4R beta-arrestin complementation, luminescence; percent of melanotan II response, DMSO zero; P32245; 0.98% of 360,000 active;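 active means activation above a per-plate cutoff, the mean activation of sample wells on that plate plus 3 SD, cut at about 8% in these data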
# ABHD5-PLIN5 inh: inhibitors of human ABHD5-perilipin-5 interaction | Q00G26+Q8WTS1 | Split G. princeps luciferase complementation, luminescence, 4 h | inhibition, % at 4 µM | 0.78% of 360,000 active;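 active means inhibition above the mean inhibition across every tested compound plus 3 SD, cut at about 22% in these data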;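 further: 0% = DMSO only wells and the 100% control is not disclosed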
# Target sequence (Q00G26 whole entry, looked up): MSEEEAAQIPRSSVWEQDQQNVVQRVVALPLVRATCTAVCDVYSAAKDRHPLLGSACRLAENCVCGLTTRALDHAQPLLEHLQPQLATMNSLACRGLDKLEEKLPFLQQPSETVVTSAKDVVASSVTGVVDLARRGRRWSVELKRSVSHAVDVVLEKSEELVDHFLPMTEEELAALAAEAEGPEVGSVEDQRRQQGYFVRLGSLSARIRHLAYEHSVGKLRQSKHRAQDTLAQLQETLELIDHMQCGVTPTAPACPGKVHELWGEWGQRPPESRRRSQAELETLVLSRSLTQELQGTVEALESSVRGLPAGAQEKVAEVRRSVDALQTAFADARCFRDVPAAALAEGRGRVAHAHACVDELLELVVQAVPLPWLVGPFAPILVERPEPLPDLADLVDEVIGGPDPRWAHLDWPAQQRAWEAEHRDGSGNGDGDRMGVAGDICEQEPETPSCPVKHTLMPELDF
# Target sequence (Q8WTS1 whole entry, looked up): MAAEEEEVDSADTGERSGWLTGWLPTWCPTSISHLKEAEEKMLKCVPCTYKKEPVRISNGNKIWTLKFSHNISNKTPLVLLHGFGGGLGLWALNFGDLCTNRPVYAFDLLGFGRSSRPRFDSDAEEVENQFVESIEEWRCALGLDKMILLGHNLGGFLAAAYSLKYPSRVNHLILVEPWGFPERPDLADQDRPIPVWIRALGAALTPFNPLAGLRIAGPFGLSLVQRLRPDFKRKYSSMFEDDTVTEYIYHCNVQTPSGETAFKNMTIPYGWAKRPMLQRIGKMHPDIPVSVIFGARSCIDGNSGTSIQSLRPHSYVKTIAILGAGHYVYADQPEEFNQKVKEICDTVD
# TLR9-MyD88 inh: TLR9-MyD88 interaction inhibition; 0.21% of 340,000 active; CHO BLA complementation TLR9-MyD88, CCF4 FRET ratio; Q9NR96+Q99836; inhibition, % at 4.98 µM;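 active means inhibition above the mean over all tested compounds plus 3 SD, cut at about 21% in these data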;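 further: 0% = DMSO only wells and 100% = clavulanate BLA inhibitor control wells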
# Numbers without * were called inactive; x = not tested or not shown; & = joins results of further samples. The list is partial, so the mix of outcomes need not match the whole.
SMILES,Cardio protect,MC4R antagonist,NCOA2 inhibitor,N-glyco inh,ABCB6 inh MLPCN,m5-HT2A agonist,NOD2-RIPK2 inh,MC4R barr agon,ABHD5-PLIN5 inh,TLR9-MyD88 inh
O=C(Nc1cccc(NC(=O)c2ccccc2[N+](=O)[O-])n1)c1ccccc1[N+](=O)[O-],0.3,19.6,-9.6,1.8,96.0,-5.1,0.2,-1.4,-5.9,-0.7
O=[N+]([O-])c1cc2c(cc1/C=N\NS(=O)(=O)c1ccccc1)OCO2,13.6,7.1,11.4,3.5,98.0,-1.1,9.8,-2.0,-12.2,10.0
CCn1cc(CN2CCCC(C(=O)Nc3cccc(-c4cc5ccccc5[nH]4)c3)C2)c(C)n1 (stereo not given),5.1,14.6,-40.8,-3.4,100.0,2.2,-1.0,2.9,31.1*,-4.2
Cc1c(C)n2c(SCC(=O)N3CCC(C)CC3)nnc2[nH]c1=O,2.0,5.9,-6.4,0.0,95.0,1.2,-13.5,-3.5,-1.1,3.3
CC(=O)Nc1cc(-c2cccc(C(=O)N(C)C)c2)cn2c(-c3ccc(F)cc3)cnc12,17.6,9.8,23.2,17.4,100.0,-5.1,2.1,9.0*,2.7,x
N/C(=N\OC(=O)c1ccccc1)c1cccnc1,-28.2,2.7,-55.5,-0.8,101.0,-3.2,-10.7,0.1,6.1,-6.2
C=CCNC(=O)COc1ccc(Oc2ccccc2)cc1,-15.2,7.4,-13.1,-2.5,100.0,-0.2,-5.2,-0.8,5.7,2.3
FC(F)(F)c1ccc(-c2n[nH]c(=S)o2)nc1,-6.8,8.1,-10.2,4.0,95.0,-1.2,6.7,-2.7,-5.6,-8.4
COc1cc(SC)ccc1C(=O)N1CC(C)OC(C)C1 (stereo not given),2.3,12.0,14.7,2.4,101.0,-3.2,-1.8,-0.5,4.3,-1.4
CCCNC(=O)Cc1cc(=O)[nH]c(=O)[nH]1,-4.3,4.7,1.8,1.0,103.0,4.6,-9.9,-0.1,6.1,2.2
Cc1c(NC(=O)CSc2nnc(-c3ccccc3F)o2)c(=O)n(-c2ccccc2)n1C,7.8,5.6,-26.3,5.8,80.0,6.7,2.5,-0.3,3.8,8.3
COC(=O)C(=Cc1ccccc1[N+](=O)[O-])C(=O)OC,-11.2,3.8,33.1,4.9,98.0,0.4,-12.1,1.3,11.2,-7.3
Cc1ccccc1S(=O)(=O)Cc1ccc(C(=O)NCCN2CCN(Cc3ccccc3)CC2)o1,2.2,-0.4,-23.3,-1.3,105.0,-6.7,-19.9,-1.2,0.6,-7.1
NC(N)=NS(=O)(=O)c1ccc(NC(=S)NC(=O)c2sc3ccccc3c2Cl)cc1,-4.3,17.0,32.5,5.9,98.0,-5.4,-1.7,-0.6,3.4,-6.2
CSc1ccc(S(=O)(=O)NCC(=O)OCC(=O)N(C)C2CCCCC2)cc1[N+](=O)[O-],-10.7,7.5,7.2,-1.4,96.0,3.6,5.1,0.5,-5.1,9.6
CCc1nnc(NC(=O)c2cc(C)nc3ccccc23)s1,-0.5,6.6,-4.6,4.0,101.0,-1.1,-7.3,-1.2,2.8,7.8
COCOc1ccc(-c2ncc(OC)nc2NC(=O)c2cc(C)oc2C)cc1,6.1,2.5,-2.1,0.7,98.0,-3.6,2.7,-1.9,-7.2,x
CCC(=O)Nc1ccc(C(=O)OCc2ccccc2Cl)cc1,-13.8,-1.4,-40.4,-5.0,99.0,-3.1,11.1,0.6,-5.8,1.7
CC(C)Sc1cc(Cl)nc(NC(=O)Nc2ccccc2)n1,-8.9,30.6*,-15.8,1.3,100.0,-4.3,-3.2,-0.8,5.8,-11.2
COc1ccc(N(CC(=O)Nc2ccc(Cl)cc2)S(=O)(=O)c2c(C)n[nH]c2C)cc1,3.4,13.7,15.5,-1.3,103.0,-4.1,-4.3,-2.7,-4.4,-10.1
O=S(=O)(c1ccccc1)N1CCC(Oc2ccc(-n3cnnn3)cc2)CC1,13.5,6.7,3.2,-2.3,92.0,-1.7,5.8,-1.4,1.1,6.8
CSCC[C@H]1COC[C@@H](Cc2ccccc2)N1c1ccccc1,-4.3,-3.5,-42.8,-4.6,98.0,0.0,-4.9,-0.4,-10.4,1.7
CCCn1cc(CN2CCC(n3nccc3NC(=O)CCOc3ccccc3)CC2)c(C)n1,2.8,6.9,4.3,0.5,90.0,-2.9,9.1,-2.4,-0.8,-4.7
CCOC(=O)N1CCc2c(sc3ncn(C)c(=O)c23)C1,8.1,0.1,-19.4,2.1,100.0,9.6,-6.5,-3.5,6.4,-6.5
COc1ccc(NS(=O)(=O)c2ccc3c(c2)NC(=O)CO3)c(OC)c1,-4.3,-1.5,-35.2,0.9,100.0,-5.7,-10.8,-2.8,-6.6,-14.4
CS(=O)(=O)N(CC(=O)Nc1ccc2c(c1)OCCO2)c1ccc2c(c1)OCO2,10.3,-2.6,-38.5,-1.2,94.0,-1.6,8.6,-0.5,0.2,3.9
CC(=O)C1=CCC(c2ccc(Br)cc2)N(S(=O)(=O)c2ccc(C)cc2)C1 (stereo not given),-8.9,x,18.7,5.8,95.0,-3.2,4.4,x,13.4,x
Cn1c(=O)c2c(nc(N3CCOCC3)n2CCc2ccccc2)n(C)c1=O,3.9,9.5,-17.9,0.5,100.0,1.0,-11.2,-1.4,2.8,8.4
CC(C)CC(=O)NC(=S)Nc1ccc(NC(=O)c2ccco2)cc1,-6.1,-1.2,-4.6,-4.6,98.0,-1.7,-6.9,-2.8,-4.6,5.5
CC(O)(P(=O)(O)O)P(=O)(O)O,-6.0,3.5,-13.3,2.8,100.0,0.4,-1.3,-0.4,12.1,16.9
Cc1ccccc1N(C(=O)CCCC(=O)Nc1ccccn1)C(C(=O)NC1CCCC1)c1ccc(O)cc1 (stereo not given),-1.4,2.5,7.9,-1.6,96.0,-5.5,-0.8,-0.6,-2.8,3.2
C=CCOC(=O)C1=C(C)NC(=O)NC1/C=C/c1ccccc1OC (stereo not given),-9.7,8.6,-12.8,1.2,99.0,0.5,-0.6,-1.1,0.8,-11.3
COc1ccc(C(=O)NCc2nnc(SCCOc3ccccc3)n2C)cc1,-4.1,16.2,18.8,-2.4,99.0,2.6,-2.9,1.9,5.8,-5.2
CCc1cc(=O)[nH]c(SCC(=O)Nc2ccc3c(c2)OCCO3)n1,0.4,4.9,-14.0,0.2,97.0,2.7,-12.3,-2.3,-2.1,9.6
COc1ccccc1C/C(N)=N/OC(=O)c1ccc(C)c([N+](=O)[O-])c1,-16.8,7.3,-5.2,-7.5,95.0,12.4,-3.2,0.0,4.7,8.5
O=C(Nc1ccc(N2CCOCC2)c(Cl)c1)c1ccccc1F,-6.0,-1.5,-46.2,-4.5,106.0,-0.2,-5.2,0.3,5.9,7.2
N#Cc1nc(-c2ccc(OCc3ccccc3)cc2)oc1N1CCOCC1,-7.0,18.9,-14.0,-1.8,101.0,2.4,-9.2,-0.6,-1.6,5.2
O=C(COC(=O)COc1ccc(Cl)cc1)NCCCc1ccccc1,7.2,-9.1,19.7,2.3,97.0,-0.7,-0.2,-0.4,-0.6,1.3
CC1CC(C)CN(CCCNC(=O)c2ccc3c(c2)ncn3C2CCCC2)C1 (stereo not given),1.5,5.2,-1.0,4.3,95.0,-4.2,-4.9,-1.8,4.0,8.0
Cc1cc(C)n2nc(SCC(=O)N/N=C/c3ccccn3)nc2n1,0.6,14.7,16.2,0.5,93.0,0.0,1.8,-0.6,1.7,-6.8
Nc1c(-c2ccc(Cl)cc2)cnn1-c1cccc([N+](=O)[O-])c1,1.9,-1.8,-41.5,-1.9,94.0,-5.2,-1.4,0.0,-4.1,6.9
O=C(O)c1ccn2c(C(=O)c3ccccc3)c(-c3ccccc3)cc2c1,0.6,-3.6,2.5,1.2,101.0,0.2,-5.5,2.4,-4.2,2.4
Fc1cccc(NC(=S)NCc2cccnc2)c1,-2.0,-4.9,-3.8,1.2,94.0,-1.7,-8.3,-0.9,0.5,8.4
Cc1cc(Br)cn2c(Cc3ccccc3)c(-c3ccc(Cl)cc3)nc12,x,x,-1.2,x,139.0,-2.2,-13.4,x,-0.6,x
COc1ccc(C(=O)CC(=O)C(=O)Nc2cc([N+](=O)[O-])ccc2OC)cc1,-4.1,19.0,x,0.6,101.0,2.6,12.0,1.6,-7.9,-6.4
O=C(Nc1ccc2c(c1)OCO2)Nc1ccc(F)cc1F,-13.1,-2.6,-54.7,-6.2,98.0,7.0,-1.9,0.0,0.4,5.0
CCc1nc2ccc(C(=O)Nc3cccc(OC)c3)cn2c1N(CC)Cc1cccc(Br)c1,-7.5,27.5,13.4,-0.7,95.0,-0.2,-0.2,2.9,-11.1,x
O=C(NCCC1=CCCCC1)C1CCCN(S(=O)(=O)c2cccnc2)C1 (stereo not given),4.8,2.5,4.3,-1.9,104.0,-0.6,-3.9,-1.2,2.2,-1.6
CCOC(=O)N1CCN(C(=O)CN(Cc2ccccc2)S(C)(=O)=O)CC1,2.2,5.4,-5.7,-2.3,103.0,1.8,-8.9,3.4,-1.0,-2.8
Cc1cc2c(sc3ccccc32)c(C)n1,-7.5,-2.1,-12.3,0.1,100.0,0.7,-7.4,-1.2,7.7,-0.4
O=[N+]([O-])c1ccc(/C=N/n2c(CO)nc3ccccc32)s1,6.4,-6.2,-11.7,13.2,103.0,-0.8,-6.3,4.2,-0.6,-2.2
CC(=O)c1ccc(OCc2cc([N+](=O)[O-])cc3c2OCOC3)cc1,0.7,1.5,5.9,0.4,99.0,8.1,-5.4,0.8,0.9,-0.4
CCOc1ccc(CNC(=O)CCC(=O)N2Cc3cccc(OC)c3Oc3ncccc32)cc1,-1.6,-0.8,-9.5,-0.8,96.0,2.2,-15.6,-0.5,2.4,7.3
Cc1csc2ncc(C(=O)NCCC(c3ccccc3)c3ccccc3)c(=O)n12,-2.9,8.9,-8.4,0.0,96.0,-2.3,0.3,0.1,-7.2,-2.0
CCN1CCC2(CCN(C(=O)c3cc(COc4cc(C)ccc4C)on3)C2)C1 (stereo not given),5.3,1.9,11.2,-1.9,101.0,-0.9,-8.3,-0.4,2.5,-4.0
Clc1ccc2nsnc2c1NC1=NCCN1,4.0&-4.5,5.7&5.9,-7.7&8.8,4.8&1.9,101.0&95.0,2.0&0.8,-6.2&-13.5,-1.4&1.6,-1.7&1.2,1.4&-10.6
COc1ccc(NC(=O)C2=CN3CCS(=O)(=O)N=C3C=C2)c(OC)c1,5.1,6.8,-12.5,1.5,102.0,1.9,6.5,-1.5,10.4,4.8
